KDM5B inh: inhibitors of human KDM5B histone demethylase; Q9UGL1; KDM5B demethylase, FDH-coupled NADH fluorescence (FDH is formaldehyde dehydrogenase); Potency, µM (titrated, usually from 57.7 µM), for inactives: at the highest dose activity change, negative = inhibition, actives largely listed as inhibitors; 220,000 tested, 2.6% active; AID 1347165; active means well fitted inhibition curve with a large enough effect; inconclusive means small, poorly fitted or top-dose-only effect; inactive means no such curve, though single readings can be large or run the other way; further: 0% is about no effect; nearly all actives have a fitted effect of over 70% in size
Target sequence (Q9UGL1 whole entry, looked up): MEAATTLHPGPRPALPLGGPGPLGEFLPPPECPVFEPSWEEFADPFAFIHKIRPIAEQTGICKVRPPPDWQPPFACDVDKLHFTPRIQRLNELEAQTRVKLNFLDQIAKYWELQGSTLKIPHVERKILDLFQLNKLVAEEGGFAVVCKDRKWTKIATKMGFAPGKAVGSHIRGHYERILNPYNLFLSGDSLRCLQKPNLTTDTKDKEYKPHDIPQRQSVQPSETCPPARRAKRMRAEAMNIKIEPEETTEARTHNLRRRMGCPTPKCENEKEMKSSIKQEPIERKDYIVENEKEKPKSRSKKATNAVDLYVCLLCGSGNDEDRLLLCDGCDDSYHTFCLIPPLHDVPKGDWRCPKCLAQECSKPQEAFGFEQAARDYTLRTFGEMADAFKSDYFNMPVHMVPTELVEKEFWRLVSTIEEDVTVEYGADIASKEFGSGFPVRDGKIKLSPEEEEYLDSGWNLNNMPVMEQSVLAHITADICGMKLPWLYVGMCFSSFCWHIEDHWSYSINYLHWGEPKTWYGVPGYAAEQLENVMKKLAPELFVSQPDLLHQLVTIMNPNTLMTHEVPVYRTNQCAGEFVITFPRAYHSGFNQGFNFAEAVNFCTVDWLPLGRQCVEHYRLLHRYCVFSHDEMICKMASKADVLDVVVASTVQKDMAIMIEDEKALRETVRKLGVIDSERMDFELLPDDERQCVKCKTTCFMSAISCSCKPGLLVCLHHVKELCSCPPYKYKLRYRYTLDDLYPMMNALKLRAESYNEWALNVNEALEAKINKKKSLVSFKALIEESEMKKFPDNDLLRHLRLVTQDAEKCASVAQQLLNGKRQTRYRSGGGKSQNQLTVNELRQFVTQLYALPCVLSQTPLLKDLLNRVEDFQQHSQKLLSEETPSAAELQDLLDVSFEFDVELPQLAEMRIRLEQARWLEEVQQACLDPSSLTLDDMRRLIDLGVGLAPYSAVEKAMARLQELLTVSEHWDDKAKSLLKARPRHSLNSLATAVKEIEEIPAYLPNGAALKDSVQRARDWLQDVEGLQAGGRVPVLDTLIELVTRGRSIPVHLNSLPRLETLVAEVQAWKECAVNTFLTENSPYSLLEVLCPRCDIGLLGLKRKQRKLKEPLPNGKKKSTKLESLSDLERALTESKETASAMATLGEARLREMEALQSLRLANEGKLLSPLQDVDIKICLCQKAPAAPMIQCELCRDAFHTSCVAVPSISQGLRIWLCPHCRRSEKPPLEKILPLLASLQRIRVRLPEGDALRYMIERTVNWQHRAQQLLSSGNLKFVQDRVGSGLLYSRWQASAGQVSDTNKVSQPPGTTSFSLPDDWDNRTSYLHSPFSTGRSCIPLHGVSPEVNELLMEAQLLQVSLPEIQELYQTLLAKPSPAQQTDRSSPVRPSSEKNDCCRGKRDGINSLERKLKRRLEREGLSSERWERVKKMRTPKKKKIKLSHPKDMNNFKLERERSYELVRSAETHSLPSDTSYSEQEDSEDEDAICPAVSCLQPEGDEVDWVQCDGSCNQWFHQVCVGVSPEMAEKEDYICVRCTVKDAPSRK
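qHTS format, multiple compound concentrations. Buffer 50 mM HEPES pH 7.5/0.01% Tween-20; 200 nM KDM5BΔAP final; 10 min compound preincubation; substrate-mix levels 12.5 µM peptide, 25 µM α-KG, 0.25 mM NAD⁺; 30 min RT; ΔRFU.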
Numbers without * were called inactive; ? = inconclusive; [ ] = another dose, or the depositor's remark. Potency means the concentration at half of the fitted maximal effect.

KDM5B inh	Molecule
-11.4%	CCOC(=O)N1CCN(C(=O)CNC(=O)C23CC4CC(CC(C4)C2)C3)CC1
?	CN(C)C[C@@H]1CN(Cc2cccnc2)C[C@H]1NC(=O)c1ccc(Cl)s1
-2.6%[149 µM]	O=C1NCc2ccccc2CC12CCCCN2Cc1cncs1 (stereo not drawn)
-21.4%	CN(C)c1ccc(C(=O)NC[C@H]2O[C@@H](CC(=O)N3CCN(c4ccccc4)CC3)[C@H](O)[C@@H]2O)cc1
4.1%	CCOC(=O)c1ccc(NC(=O)CN2C(=O)NC3(CCCCC3)C2=O)cc1
-18.5%	NCc1cc(Br)ccc1OC(F)F
17.8%	CC(NS(=O)(=O)c1cccc2nsnc12)c1ccccc1 (stereo not drawn)
-20.9%	CC(=O)N1c2ccc(S(=O)(=O)NCC3CCC(C(=O)Nc4cccc(C)c4)CC3)cc2CC1C (stereo not drawn)
-8.5%	O=C(CSc1nnc(-c2ccc(O)cc2)o1)Nc1ccccc1
-8.2%	Cc1nc(-c2cc(-c3ccc(Cl)cc3)no2)cs1
-10.6%	N#Cc1cccc(OCc2cccc3cccnc23)c1
-7.5%	CCCOc1ccccc1C(=O)N1CCC2(CC1)[C@H](O)C[C@@H]2OCCN

In the list so far, these contain a halogen:
KDM5B inh	Molecule
?	CN(C)C[C@@H]1CN(Cc2cccnc2)C[C@H]1NC(=O)c1ccc(Cl)s1
-18.5%	NCc1cc(Br)ccc1OC(F)F
-8.2%	Cc1nc(-c2cc(-c3ccc(Cl)cc3)no2)cs1

New compounds follow:
KDM5B inh	Molecule
-1.9%	CC(C)COc1ccc(-c2nonc2NC(=O)c2ccc(F)cc2)cc1
?	COc1cccc(CN2CCCCC2c2nc(CCOCC3CCOCC3)no2)c1 (stereo not drawn)
11.2%	CCCN(Cc1cc2cc(C)ccc2[nH]c1=O)C(=O)c1cccc([N+](=O)[O-])c1
7.8%	COc1ccc(S(=O)(=O)N2CCC(C(=O)Nc3cccc(C)c3)CC2)c2cccnc12
14.5%	O=C(NCc1cccc(C(F)(F)F)c1)N1CCc2sccc2C1
?	CC[C@@]1(C(=O)O)C[C@H](C(=O)N(C)CCOC)[C@H](c2ccc(OC)cc2)N1C
-40.1%	CCc1ccccc1NC(=O)CCCN1C(=O)COc2ccc(C)cc21
-24.8%	CCCC12CN3CC(CCC)(CN(C1)C3c1c[nH]c3ccccc13)C2=O (stereo not drawn)
-11.8%	O=C(O)C(c1c[nH]c2ccc(Cl)cc12)N1CCN(Cc2ccccc2)CC1 (stereo not drawn)
20.7%	Fc1ccc(CSc2ncccn2)cc1
17.3%	Cc1nc2c(c(C)c1CCC(=O)Nc1ccc(F)cc1)c(=O)n(C)c(=O)n2C
-10.0%[86.2 µM]	CN1C[C@H](C(=O)Nc2cccc(F)c2)C[C@H]1c1cccc(C(F)(F)F)c1

Next compounds.
KDM5B inh	Molecule
?	O=C(NC1CCS(=O)(=O)C1)c1cc2c(s1)CN(C1CCCC1)C2 (stereo not drawn)
-11.4%	Cc1ccc(NC(=O)CSc2nc(=O)n(CCN3CCOCC3)c3c2CCC3)cc1Cl
-2.9%	Cc1ccc(CNC(=O)CC2CCOCC2)cc1C
8.5%	Cc1cc(NC(=O)Cc2ccc(Cl)cc2Cl)n(CCC#N)n1
13.3%	CCOCCCNc1nc2c(c(=O)[nH]c(=O)n2C)n1CCOCC
-20.9%	CSc1ccc(C2CC(=O)Oc3c2c(=O)n(C)c2ccccc32)cc1 (stereo not drawn)
6.8%	COc1ccc(C(=O)Nc2ccc(NS(=O)(=O)c3ccc4c(c3)OCCCO4)cc2)cc1
-20.2%	CCN1CCN(Cc2cc(=O)oc3c(C)cc(C)cc23)CC1
18.7%	O=C(NCc1cccnc1)C1CCC(=O)N1C1CCN(C(=O)Cc2cccc(F)c2)CC1 (stereo not drawn)
-10.1%[86.2 µM]	Cc1cccc(CN2C[C@@H]3C(C(=O)Nc4ccccc4)=NO[C@@H]3C2)c1
11.2%	CC1Cc2cc(S(N)(=O)=O)ccc2N1CC(=O)Nc1cccc(Cl)c1Cl (stereo not drawn)
13.5%	CCOC(=O)c1ncoc1-c1ccccc1C(=O)N1CCN(c2ccccc2F)CC1

The results go on.
KDM5B inh	Molecule
-10.0%	COc1ccc(C(=O)Oc2ccc(/C=C(\C#N)c3nc4ccccc4[nH]3)cc2)cc1
-47.3%	CCCN1CCN(c2nnc(-n3cccc3C(=O)Nc3cc(Cl)ccc3C)s2)CC1
1.6%	COC(=O)c1ccc(OC(=O)c2cc(OC)cc(OC)c2)cc1
-1.2%	CCCCN(C)c1nnc(NC(=O)Nc2cccc(C(C)=O)c2)s1
8.3%	Cc1nc2cc(F)ccc2cc1C(=O)N1CCN(S(=O)(=O)c2ccc(C#N)cc2)CC1
-18.2%	CN(C)CCNC(=O)C1(C)CN(Cc2ccccc2)Cc2ccc(Nc3ccccc3)nc21 (stereo not drawn)
8.8%	CCCN1C(=O)Cc2ccccc2C1C(=O)NCc1ccc(F)cc1F (stereo not drawn)
?	COc1ccc(C(C(=O)NCC2CCCO2)N(Cc2ccco2)C(=O)c2snc(C(N)=O)c2N)cc1OC (stereo not drawn)
-24.5%	COc1ccc(C(=O)NCCn2cc(SCC(=O)Nc3ccc4c(c3)OCCO4)c3ccccc32)cc1OC
?	CNS(=O)(=O)CCNc1nccc(-c2cc(C(=O)O)ccn2)n1
-8.8%	CCOC(=O)c1c(Nc2ccc(OC)cc2)nnc(-c2ccccc2)c1-c1ccccc1
21.6%	O=c1[nH]c(N2CCOCC2)nc2c1CCN(Cc1cc(F)c(F)cc1F)CC2

4 entries out of the list above, arranged by the number in KDM5B inh, low to high:
KDM5B inh	Molecule
-18.2%	CN(C)CCNC(=O)C1(C)CN(Cc2ccccc2)Cc2ccc(Nc3ccccc3)nc21 (stereo not drawn)
-10.0%	COc1ccc(C(=O)Oc2ccc(/C=C(\C#N)c3nc4ccccc4[nH]3)cc2)cc1
8.3%	Cc1nc2cc(F)ccc2cc1C(=O)N1CCN(S(=O)(=O)c2ccc(C#N)cc2)CC1
8.8%	CCCN1C(=O)Cc2ccccc2C1C(=O)NCc1ccc(F)cc1F (stereo not drawn)

(next part)
KDM5B inh	Molecule
-21.9%[86.2 µM]	CC1(C(=O)NCc2ccc(F)cc2)COCc2cnc(Nc3ccccc3)nc21 (stereo not drawn)
?	Cc1nc2cc(NC(=O)CC3(C(=O)O)CCCC3)ccc2o1
?	COc1ccc2c(C)c(CCC(=O)Nc3ccccc3F)c(=O)oc2c1
-18.1%	CCN(CC)c1ccc(NC(=O)c2cc(S(N)(=O)=O)ccc2C)cc1
-5.8%	Cc1nc(-c2cccs2)c(CC(=O)N2CCN(c3cccc(Cl)c3)CC2)s1
-21.4%	Cc1ccc(N2C(=O)CS(=O)(=O)C23C(=O)N(Cc2ccccc2F)c2ccccc23)cc1Cl (stereo not drawn)
29.8%	CC(Sc1ncnc2ccccc12)C(=O)NC1CCCC1 (stereo not drawn)
-12.9%	COc1ccccc1NC(=O)Nc1ccc2n(c1=O)C[C@H]1C[C@@H]2CN(C(=O)Cc2cccs2)C1
-1.9%	Cc1ccc2c(c1)N(C(=O)CCC(=O)NCc1cccs1)CCO2
2.2%	COc1ccccc1C(=O)N1CCC(N2C[C@H](O)C[C@H]2C(=O)NC2CCCCC2)CC1
-9.5%	O=C(CCCn1c(=O)oc2ccccc21)Nc1cccc(-c2nnc3n2CCCCC3)c1
28.2µM*	COc1ccc(-c2ccnc3nc(-c4ccccc4OC)nn23)cc1OC

(cont.)
KDM5B inh	Molecule
6.4%	Cc1ccc(C(=O)COC(=O)c2cc(C)nc3c(C)cccc23)cc1
35.0%[activator]	COCCN1CCC(N2CCN(S(=O)(=O)c3ccc(Cl)s3)CC2)C1=O (stereo not drawn)
23.5%	N#Cc1ccc(COc2ccc(C#N)cc2)cc1
9.3%	Cc1ccc2nc(NC(=O)c3ccc(S(=O)(=O)N4CCC(C)CC4)cc3)sc2c1
11.1%	Cc1cccc(NC(=O)c2oc3ccccc3c2NC(=O)Cc2coc3c(C)c(C)ccc23)c1
?	COc1cc(/C=C/c2nc3cc(Cl)ccc3c(=O)n2-c2ccc(C)cc2C)cc(OC)c1OC
-14.4%[86.2 µM]	Cc1ccc(-c2nnc([C@H]3CCN(C(=O)Nc4ccc(F)cc4)C3)o2)cc1
3.2%	CCOC(=O)c1cccc(NC(=O)CCS(=O)(=O)c2ccc(Br)s2)c1
-2.2%	CCCCn1c(=O)[nH]c(=O)c2c1nc(CN1CCN(S(=O)(=O)c3ccc(C)cc3)CC1)n2CC
2.6%	CCOC(=O)c1noc2ncnc(N3CCN(c4cccc(C(F)(F)F)c4)CC3)c12
-12.1%	O=C(O)CCNC(=O)Cn1nc2c(cc1=O)CCCC2
?	COc1ccc(CN2CC3(CCN(C(=O)Nc4ccccc4)CC3)C2=O)cc1

Additional structures follow.
KDM5B inh	Molecule
?	CC1CCCN(CC2CCCN2)C1 (stereo not drawn)
-5.5%	CCCC(C)NC(=O)CN(c1ccccc1OC)S(C)(=O)=O (stereo not drawn)
-38.1%	c1ccc2c(c1)CCN2c1nccnc1OC1CCNC1 (stereo not drawn)
5.1%	Cc1ccc(-n2nc(C(=O)N3CCN(c4cc(C)ccc4C)CC3)c3c4ccccc4n(C)c3c2=O)cc1
?	OC(c1cccc(C(F)(F)F)c1)c1nc(Nc2ccc3c(c2)OCO3)n[nH]1 (stereo not drawn)
10.8%	O=C(CCc1nc(C2CCCN2C(=O)C2CC2)no1)N1CCc2ccccc21 (stereo not drawn)
-2.2%	COc1ccc(NC(=O)C2CCCN(S(=O)(=O)c3ccc(Br)s3)C2)cc1 (stereo not drawn)
-10.5%[86.2 µM]	CN(C(=O)[C@@H]1C[C@@H](c2ccc(F)cc2)N([S+](=O)([O-])c2ccccc2)C1)c1cccnc1
8.0%	O=C(NC1CCCCCC1)c1cccc(Oc2ccccc2)c1
-22.6%[86.2 µM]	O=C1[C@@H]2C[C@@H](O)CN2C2(CN(Cc3ccoc3)C2)C(=O)N1Cc1cccc(Cl)c1
-2.4%	Cc1ccc(S(=O)(=O)N2CCCC(Cn3c(C)nc4cccnc43)C2)cc1 (stereo not drawn)
-6.9%	O=C(Nc1ccccc1-c1nc2ccccc2s1)c1ccc(F)cc1

(next part)
KDM5B inh	Molecule
10.8%	CCCNC(=O)C1COC2(CCN(C(=O)c3ccc(OC)cc3)CC2)N1C(=O)c1ccc(F)cc1 (stereo not drawn)
?	N#Cc1c[nH]n2c(=O)cc(CSc3nnc(-c4ccccc4F)n3C3CC3)nc12
?	COc1ccc(-c2nc(P(=O)(OC)OC)c(NCc3cccnc3)o2)cc1
-3.2%	FC(F)(F)c1cccc(C2=NOC3(CCN(Cc4ccccc4)CC3)C2)c1
-5.4%	CCOC(=O)Cn1c(=O)c2c3c(sc2n(CCCN(C)C)c1=O)CC(C)CC3 (stereo not drawn)
-7.0%	O=C(Cn1c(=O)oc2cc(S(=O)(=O)NCc3ccccc3)ccc21)NCc1ccc(F)cc1
-17.4%	CCCn1c(N(C)Cc2ccccc2)nc2c1c(=O)n(C)c(=O)n2C
?	CCn1c(CO)nnc1C1CC(NC(=O)c2cccc3c2OCCO3)C1 (stereo not drawn)
-0.4%	CC(C)N(C)S(=O)(=O)c1cccc(C(=O)Nc2cccc3ncccc23)c1
-6.5%	CCn1nc(C(=O)OC(C)C(N)=O)c2ccccc2c1=O (stereo not drawn)
-11.4%	Cc1nc2cccnc2n1C1CCN(C(=O)Nc2ccccc2)CC1
?	Cn1c(=O)n(C)c2cc(SCc3ccco3)c(NC(=O)c3ccc(Cl)cc3)cc21

Later entries:
KDM5B inh	Molecule
?	CSc1ccc(/C=C/C(=O)c2ccc(NC(=O)c3ccccc3)cc2)cc1
-7.4%	CCOc1ccc(-c2[nH]ncc2CNC(=O)c2ccc(N(C)C)cc2)cc1
28.2µM*	COc1ccc(C2Cn3nnc(-c4nc(-c5ccccc5OC)no4)c3CO2)cc1 (stereo not drawn)
-22.2%[86.2 µM]	CC1(C)[C@H](Cc2cc(COc3ccccc3)on2)C[C@@H]1NC(=O)Nc1ccccc1
23.0%	CC(C)Oc1cccc(NC(=O)c2cnccc2C(F)(F)F)c1
31.6µM*	COc1ccc(OC2CCN(C3CCCC3)CC2)c(C(=O)NCCCN2CCCC2=O)c1
6.6%	Cc1oc2cc(OC(=O)c3ccccc3)ccc2c(=O)c1-c1ccccc1
5.6%	Cc1nn(C)c(C)c1CCN(C)C(=O)C1CCN(C(=O)N2CC3CC(C2)[C@H]2CCCC(=O)N2C3)CC1 (stereo partly drawn)
8.1%	Cc1cccc(NC(=O)CN(C)S(=O)(=O)c2cnc[nH]2)c1C
-21.2%	O=C1CCN(C(=O)c2cccnc2)CCCC(C(=O)NCc2ccccc2)CCN1 (stereo not drawn)
?	CC(C)CNc1nc2ccccc2nc1S(=O)(=O)Cc1ccc(Cl)cc1
1.3%	O=C(Cc1cccc(F)c1)N1CCCC(c2nc(C3CCOCC3)no2)C1 (stereo not drawn)
?	CCOc1ccccc1NC(=O)Cn1c(=O)n(CCCCC(=O)NCCCOC)c(=O)c2ccccc21
47.7%[activator]	CCCCCC/C=N/NC(=O)c1cccc2ccccc12
?	CCCCn1c(CNC(=O)C23CC4CC(CC(C4)C2)C3)nnc1SCC(=O)Nc1ccc(F)cc1

Rewritten as labelled records: four of the compounds above
> CSc1ccc(/C=C/C(=O)c2ccc(NC(=O)c3ccccc3)cc2)cc1
  KDM5B inh: ?
> CC1(C)[C@H](Cc2cc(COc3ccccc3)on2)C[C@@H]1NC(=O)Nc1ccccc1
  KDM5B inh: -22.2%[86.2 µM]
> CC(C)Oc1cccc(NC(=O)c2cnccc2C(F)(F)F)c1
  KDM5B inh: 23.0%
> COc1ccc(OC2CCN(C3CCCC3)CC2)c(C(=O)NCCCN2CCCC2=O)c1
  KDM5B inh: 31.6µM*

Screens (PubChem)

The list is partial; rates above refer to the full screens.
